Assay outcomes deposited in PubChem by several laboratories.
Rv3671c protease: Rv3671c (M. tuberculosis) protease inhibition. inhibition, % at 5.96 µM. AID 2606. 0.048% of 320,000 active; in the data active = inhibition above about 38%;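 also: extracellular domain of Rv3671c used as enzyme; 0% = enzyme with DMSO and 100% = no enzyme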
Vc quorum ag: inducers of Vibrio cholerae quorum light production without autoinducers; V. cholerae BH1578 lux reporter, luminescence, 6 h; activation, % at 18.7 µM; 0.16% of 350,000 active; AID 588436; in the data active = activation mostly above about 9.7%, no sharp cut-off; also: not every result past the cut was called active; inactives centre near 0; reference of the scale not given here
GDH-TPI inh: GDH-TPI coupled enzyme inhibition counter-screen; AID 588335; inhibition, % at 4.8 µM; GDH-TPI coupled enzyme counterscreen, NADH absorbance; 1.2% of 360,000 active; in the data active = inhibition above about 30%;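 also: 0% = DMSO wells and 100% = wells lacking the enzyme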
PriA SSB inh: inhibitors of Klebsiella pneumoniae PriA binding to SSB C-terminal tail; AlphaScreen SSBct-PriA binding, biotinylated peptide; inhibition, % at 33 µM; 0.6% of 430,000 active; AID 1272365; in the data active = inhibition mostly above about 37%, no sharp cut-off; inactive = mostly below about 20%;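 also: plate controls were negative control peptide for no effect and reference peptide for full effect; strong numbers were not always called active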
3CLpro inhibitor: SARS-CoV 3CLpro protease inhibition; recombinant SARS-CoV 3CLpro, quenched FRET peptide cleavage; inhibition, % at 6 µM; 0.14% of 290,000 active; in the data active = inhibition above about 12%
FBA Mtb inh: Mtb fructose-bisphosphate aldolase inhibition | P9WQA3 | purified M. tuberculosis FBA, fluorescence read-out | inhibition, % at 1 µM | 2.3% of 360,000 active | AID 588726; in the data active = inhibition above about 27%;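 also: 0% = vehicle and 100% = reference inhibitor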
Target sequence (P9WQA3 whole entry, looked up): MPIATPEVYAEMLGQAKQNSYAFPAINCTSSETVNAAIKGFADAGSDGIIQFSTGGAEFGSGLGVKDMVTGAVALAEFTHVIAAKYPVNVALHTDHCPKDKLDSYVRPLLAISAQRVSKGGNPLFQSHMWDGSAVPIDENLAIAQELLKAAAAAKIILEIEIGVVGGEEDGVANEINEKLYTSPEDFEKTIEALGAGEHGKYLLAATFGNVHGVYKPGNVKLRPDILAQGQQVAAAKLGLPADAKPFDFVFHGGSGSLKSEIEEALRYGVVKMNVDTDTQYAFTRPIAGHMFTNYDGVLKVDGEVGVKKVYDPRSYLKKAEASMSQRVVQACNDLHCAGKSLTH
DUSP3 inh: blocks human VHR1 dual specificity phosphatase | AID 1654 | recombinant VHR phosphatase, pNPP absorbance | 0.52% of 290,000 active | inhibition, % at 13.3 µM; in the data active = inhibition above about 50%; also: some compounds called inactive have numbers as strong as hits
Target sequence (P51452 whole entry, looked up): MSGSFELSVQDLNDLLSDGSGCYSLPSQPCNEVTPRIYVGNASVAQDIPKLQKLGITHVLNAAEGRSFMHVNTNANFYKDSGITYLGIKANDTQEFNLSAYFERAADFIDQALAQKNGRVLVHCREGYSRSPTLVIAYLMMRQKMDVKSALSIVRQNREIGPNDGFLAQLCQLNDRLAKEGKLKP
MazF activator: increases E. coli MazEF RNase cleavage of RNA; P0AE70; FAM/BHQ RNA-DNA oligo cleavage fluorescence, 5 h; activation, % at 20 µM; 0.32% of 350,000 active; AID 504720; in the data active = activation above about 50%
Target sequence (P0AE70 whole entry, looked up): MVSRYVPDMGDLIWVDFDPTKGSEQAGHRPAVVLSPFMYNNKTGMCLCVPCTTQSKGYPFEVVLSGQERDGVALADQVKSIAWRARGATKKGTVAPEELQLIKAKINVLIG
Mtb BioA inh: inhibitors of Mycobacterium tuberculosis BioA enzyme. AID 602481. 0.096% of 360,000 active. purified M. tuberculosis BioA enzyme, plate reader. inhibition, % at 9.99 µM; in the data active = inhibition above about 40%
Mtb UGM inh: Mtb UDP-galactopyranose mutase inhibition. inhibition, % at 10 µM. P9WIQ1. purified UGM, fluorescence polarization probe displacement. AID 504406. 0.06% of 320,000 active; in the data active = inhibition above about 10%, passing the limit was not always enough
Target sequence (P9WIQ1 whole entry, looked up): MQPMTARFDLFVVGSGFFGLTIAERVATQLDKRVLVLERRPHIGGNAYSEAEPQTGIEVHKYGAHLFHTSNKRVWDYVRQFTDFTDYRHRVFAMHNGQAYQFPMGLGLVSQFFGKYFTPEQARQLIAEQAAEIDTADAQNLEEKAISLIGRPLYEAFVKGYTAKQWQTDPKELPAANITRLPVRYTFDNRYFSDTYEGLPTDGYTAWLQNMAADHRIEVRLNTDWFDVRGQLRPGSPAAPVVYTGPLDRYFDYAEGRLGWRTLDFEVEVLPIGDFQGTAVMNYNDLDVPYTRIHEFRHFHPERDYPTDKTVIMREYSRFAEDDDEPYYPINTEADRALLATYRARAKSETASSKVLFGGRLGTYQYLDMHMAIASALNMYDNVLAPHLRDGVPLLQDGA
The depositor's hits bear a star; i = inactive; nt = not tested or not shown; + = active, no number; & = joins results of further samples. A portion of the library (hit frequency here may not be typical).

SMILES	Rv3671c protease	Vc quorum ag	GDH-TPI inh	PriA SSB inh	3CLpro inhibitor	FBA Mtb inh	DUSP3 inh	MazF activator	Mtb BioA inh	Mtb UGM inh
CCCSc1nnc(Sc2nnnn2-c2ccccc2)s1	-5	-0.4	13	-13	7	0	-29	-1	0.3	2.6
COC(=O)N1CC(C)N(C(=O)OC)CC1C (configuration not stated)	-3	i	-7	-8	2	0	8	0	16	2.3
CCOC(=O)/C(=N\Nc1ccc(C(C)=O)cc1)c1csc(Nc2ccccc2)n1	-4	2.1	8	nt	-1	-2	12	56*	nt	1.3
CCCCOc1ccc(C(=O)NN2C(=O)NC3(CCCCC3)C2=O)cc1OC	-3	i	7	5	nt	1	nt	2	1.3	1.3
Cc1cccc(-c2nc(S(=O)(=O)c3ccc(F)cc3)c(NCCCN3CCOCC3)o2)c1	-8	-0.1	6	-3	5	-1	9	-2	0.2	-1.3
O=C(COc1ccccc1[N+](=O)[O-])N/N=C/C=C/c1ccco1	5	-0.7	49*	nt	0	-1	15	4	nt	0.2
Cn1cc(-c2cnc3c(NC=O)cc(-c4cccc(C(F)(F)F)c4)cn23)cn1	nt	-0.4	2	nt	nt	3	nt	nt	0.8	nt
Cc1nc(SCC(=O)NCC2CCCO2)c2oc3ccccc3c2n1 (configuration not stated)	-7	-1.8	10	9&-4	-5	0	9	0	0.7	0.1
O=C(Nn1cnnc1)c1cc2cc(Br)ccc2oc1=O	-5	-0.3	10	-15	1	1	-6	-3	-0.1	2.6
C[C@@H]1CN([C@H](C)CO)S(=O)(=O)c2ccc(Br)cc2O[C@@H]1CN(C)C(=O)CN1CCOCC1	nt	-3.1	14	nt	nt	0	nt	4	-0.1&-4.7	nt
Cc1ccc(NS(=O)(=O)c2cc(N)ccc2Cl)c(C)c1	1	i	3	5	2	3	34	4	nt	-2.9
Cc1ccc(N(C)S(=O)(=O)c2cccc(C(=O)NNC(=O)c3ccncc3)c2)cc1	7	0.5	25	4	nt	4	nt	0	0.9	-0.7
Cc1ccc(NC(=O)N2CCCC2C(=O)Nc2ccc3c(c2)OCO3)cc1 (configuration not stated)	-8	-0.3	-9	-8	0	-8	39	13	-1.0	-1.3
O=C/C(=C\Nc1ccc(S(=O)(=O)CCO)cc1)c1nc2cc(Cl)ccc2o1	-3	-0.2	17	-15	4	4	-4	-8	-2.0	1.2
COc1ccc(-n2cc(CN(C)CCO)c(-c3cccc(F)c3)n2)cc1	-7	-0.3	0	-5	5	17	-27	-4	-0.5	2.1
COc1ccccc1NS(=O)(=O)c1cccc(C(=O)N/N=C(/C)c2ccc(-n3ccnc3)cc2)c1	nt	nt	11	i	nt	1	nt	4	nt	nt
NC(=S)Nc1ccc(Oc2ccc(NC(N)=S)cc2)cc1	4	-0.4	-3	-2	4	3	13	10	3.1	1.6
O=C(NCCC1=CCCCC1)C1CCN(S(=O)(=O)c2cccs2)CC1	-7	i	0	-5	-1	-5	25	0	nt	2.0
N=C1C(=O)OCC1c1ccccc1NC(=O)c1ccccc1 (configuration not stated)	3	0.6	1	5	2	0	-8	7	nt	-0.1
COc1cc(NC(=O)Nc2ccc(C)cc2)cc([N+](=O)[O-])c1	-8	i	-9	11	-2	4	11	3	nt	3.9
Cc1cccc2c1NC(=O)C2(O)N1CCCC(C)C1 (configuration not stated)	8	0.8	-1	7	-4	-4	0	5	-1.8	-1.0
Nc1c2c(nc3ccn(Cc4ccccc4)c(=O)c13)CCC2	2	nt	-7	-9	-3	14	30	7	0.0	-1.9
CCOC(=O)c1c(C)[nH]c(C)c1C(=O)COC(=O)c1ccccc1O	-7	-0.3	-1	21	-5	0	-17	-5	nt	-0.2
CCOC(=O)c1cnn(CCOC(=O)c2cccc(F)c2)c1NC(=O)c1cccc(F)c1	1	-3.1	8	-6	-6	0	-5	1	3.0	-0.4
CC1(C)CC(=O)C2=C(C1)N(c1ccc(F)cc1)C(=O)C2(O)C(F)(F)F (configuration not stated)	0	i	6	-4	0	-3	24	0	-0.9	1.4
CCOc1cc(NC(=O)c2ccco2)c(OCC)cc1NC(=O)Cc1cccc(OC)c1	-6	-3.6	21	8	2	1	-9	-8	0.0	2.0
O=C(COC(=O)CCCc1c[nH]c2ccccc12)Nc1ccc2c(c1)OCO2	-6	-7.1	4	16	5	-4	9	-2	1.5	3.3
c1csc(-c2ccc3nncn3c2)c1	nt	i	10	nt	nt	1	nt	nt	2.2	nt
CN(CC(=O)Nc1ccc(Cl)cc1F)C1CCS(=O)(=O)C1 (configuration not stated)	-3	i	-2	-9	nt	-2	nt	5	-0.1	-1.1
COc1ccc([N+](=O)[O-])cc1NS(=O)(=O)c1ccc(Cl)c(C(=O)Nc2sc3c(c2C#N)CCCCC3)c1	-16	nt	nt	nt	-5	nt	-8	nt	nt	0.9
CCOC(=O)Nc1nc(-c2ccc(Cl)cc2Cl)cs1	-9	-0.4	2	-7	7	2	1	2	nt	-3.0
CCC(=O)n1nc(-c2ccc(Cl)cc2)nc1NCc1ccccc1	9	-0.3	0	-11	-5	1	27	3	0.8	1.6
CCc1cccc(C)c1NC(=O)COC(=O)C1CCN(S(=O)(=O)c2ccccc2)CC1	-1	i	0	14	nt	1	nt	-1	-0.4	3.8
CCOC(=O)c1c(NC(=O)c2cccc(N3C(=O)CCC3=O)c2)sc2c1CCN(CC)C2	2	-1.2	13	-10	-2	-1	26	-7	11	-0.2
COc1cc(CN2CCN(S(=O)(=O)c3ccc(F)cc3)CC2)cc(OC)c1OC	12	i	0	-2	-4	2	32	-1	-0.9	-0.8
O=C(Nc1ncccn1)c1cc(-c2cccc(Br)c2)nc2ccccc12	-7	-0.2	2	-1	2	1	25	-5	0.5	-1.8
COc1ccc2c(c1)CCc1c(C(=O)NCCCn3ccnc3)noc1-2	-3	2.5	14	11	-7	4	21	6	nt	-0.8
CCCc1c(C(=O)N/N=C/c2ccc(OC)c(OCc3ccccc3)c2)nnn1-c1nonc1N	-14	-0.2	5	nt	6	1	10	-57	-4.2	-3.7
CN(NS(=O)(=O)c1ccc(Cl)cc1)c1nc(C(F)(F)F)nc2ccccc12	-8	i	1	-4	0	0	5	9	nt	7.0
Cc1cc(C)c(C)c(S(=O)(=O)NCc2ccc(C(=O)N3CCCC3)cc2)c1C	0	-0.2	6	-15&7&-16	1	2	13	-21	-1.2	-0.4
Nc1nc2nccc(-c3ccc(Cl)cc3)n2n1	-4	-0.6	34*	-4	-3	+	3	-3	-1.1	1.9
N#Cc1c2c(c(-c3ccco3)[nH]c1=O)CCCC2	-3	1.2	21	0	-2	16	32	-10	nt	-1.0
C=CCSc1nnc(CC(OC)OC)n1-c1ccccc1	4	i	0	-7	-3	0	11	4	nt	-1.6
O=C(Nc1ccccc1N1CCN(C(=O)c2ccccc2)CC1)c1ccc([N+](=O)[O-])o1	nt	-0.2	1	9	-3	-2	39	12	0.2	nt
CC(C)CCOc1ccc(C(=O)N2CCN(c3ncccn3)CC2)cc1	-5	-0.4	7	-1	-1	1	-7	3	-1.1	-0.2
C=C(C)CSc1nnc2n(C)c(=O)c3c4c(sc3n12)CCC4	1	i	5	-5	0	-3	-20	14	1.5	-0.9
COc1ccc(-c2nnn(CC(=O)N3CCOCC3)n2)cc1	-9	-1.4	-13	-8	-2	3	8	-2	0.2	-1.0
Cc1cccc(C=Nc2ccccc2C(N)=O)c1	3	1.0	2	-15	-3	36*	41	4	-0.6	1.1
CC(=O)c1c(C)n(-c2cccc(Cl)c2)c2ccc(O)cc12	-13	-0.5	3	-16	1	3	-25	3	-1.2	-1.2
COc1ccc(CNC(=O)C2CC(=O)N(C3CCCC3)C2)cc1 (configuration not stated)	2	0.5	-1	4	-1	4	22	1	-2.7	-1.9
COCCN(CCOC)S(=O)(=O)NC[C@H]1O[C@@H](n2cnc3c(N)ncnc32)[C@H](O)[C@@H]1O	-5	1.5	8	-12	nt	4	nt	6	0.3	1.3
COC(=O)c1ccccc1NC(=O)c1ccnn1C	2	-0.4	6	-9	-3	1	21	9	nt	-2.0
COc1cccc(CNC(=O)CCC2CCCN(Cc3ccc(OC(F)F)cc3)C2)c1 (configuration not stated)	-1	-0.5	0	-8	-1	-2	-19	-2	nt	2.3
O=C(CC1NCCN(Cc2ccccc2)C1=O)Nc1ccccc1 (configuration not stated)	2	-0.6	5	5	-5	1	31	2	-1.3	-1.1
O=C(NNC(=O)c1cc(OCC(F)(F)F)ccc1OCC(F)(F)F)c1cccc(C(F)(F)F)c1	-15	1.2	-1	-20	4	-6	-13	5	nt	-1.7
COc1ccc(N2CCN(C(=O)CSc3ccc(C)cc3)CC2)cc1	-6	0.6	2	3	1	-1	4	-6	nt	3.4
OCCOCCOc1ccccc1OCCOCCO	1	-0.3	-2	-14	-2	-3	20	-6	nt	0.4
O=C(O)c1ccc2c(c1)C(=O)N(Cc1ccc3c(c1)OCO3)C2=O	2	-7.1	-4	-1	-3	0	16	5	-0.9	-0.9
CC(=O)OCCOc1nc(NC(C)C)nc(NC(C)C)n1	-7	i	-5	-9	-3	-1	21	0	-1.0	1.6
O=C(Nc1cccc(S(=O)(=O)NC2=NCCC2)c1)c1cnc(Cl)c(Cl)c1	4	i	1	0	nt	2	nt	5	1.2	-1.0

Only PriA SSB inh and GDH-TPI inh (three entries from above):
Molecule	PriA SSB inh	GDH-TPI inh
O=C(NNC(=O)c1cc(OCC(F)(F)F)ccc1OCC(F)(F)F)c1cccc(C(F)(F)F)c1	-20	-1
COC(=O)c1ccccc1NC(=O)c1ccnn1C	-9	6
Cc1cccc(C=Nc2ccccc2C(N)=O)c1	-15	2

New compounds follow.
SMILES	Rv3671c protease	Vc quorum ag	GDH-TPI inh	PriA SSB inh	3CLpro inhibitor	FBA Mtb inh	DUSP3 inh	MazF activator	Mtb BioA inh	Mtb UGM inh
C/C(CC1(O)C(=O)N(C)c2ccccc21)=N\O (configuration not stated)	7	-14	6	nt	1	0	12	-12	-1.6	1.5
CCOc1ccc(-c2csc(NC(=O)CSC3=NC(=O)CN3C(C)=O)n2)c2ccccc12	-21	-0.6	9	-1	0	0	-3	-5	-1.7	1.8
COc1ccc(CCNC(=O)COC(=O)c2cc3ccccc3oc2=O)cc1OC	-3	3.0	4	6	nt	2	nt	11	1.0	1.9
O=c1[nH]c(=S)[nH]cc1Oc1ccc(Cl)cc1	nt	i	7	4	nt	1	nt	-1	-1.1	nt
CCOc1cc(/C=N/NC(=O)CSc2nncn2C)ccc1OCc1cccc(C)c1	-17	-0.5	23	nt	1	0	6	0	3.3	nt
Cc1cc(C)c2c(CN3CCN(Cc4ccccc4)CC3)cc(=O)oc2c1C	4	i	2	-14	0	-2	9	9	-0.2	1.4
COC(=O)C/C=C/[C@@H](C)[C@@H](/C=N/OC[C@@H](C)[C@H](OCc1ccccc1)C(C)C)NS(=O)(=O)c1ccc(C)cc1	-6	nt	nt	nt	-2	nt	-3	nt	nt	-1.8
COc1cc(/C=C2\SC(=O)N(CC(=O)Nc3cccc(C)c3)C2=O)cc([N+](=O)[O-])c1O	nt	0.2	8	-19	5	-13	11	-1	nt	nt
CCn1c(SCc2cccc(C(=O)O)c2)nnc1-c1ccc(Cl)cc1	nt	i	-2	-13	-1	1	6	12	1.6	1.7
O=C(Nc1ccc(Br)cc1F)C1CCN(c2nnc(-n3cccc3)s2)CC1	-6	i	5	-11	-5	1	9	-14	-1.2	0.6
CCCc1sc(N)nc1-c1ccc(C)cc1	3	-7.9	-3	14	3	0	-2	17	-0.2	-2.7
COc1ccc(OC)c(N/C=C/C(=C(C#N)C#N)N(C)C)c1	9	-0.4	14	12	0	3	-4	-6	1.6	2.5
Nc1ccc(C(=O)N/N=C/c2sc(N3CCOCC3)nc2-c2ccccc2)cc1	13	-1.7	24	nt	7	4	18	8	-0.8	-6.3
